Source: PubChem BioAssay
L3MBTL1 inh = inhibitors of human L3MBTL1; 230,000 tested, 0.66% active; AlphaScreen L3MBTL1–H3K9me1 peptide binding; Potency, µM (highest dose often 57.1 µM), inactives show at the highest dose activity, negative = inhibition, hits mostly inhibitors; Q9Y468; AID 485360; also: nearly all actives have a fitted effect of over 60% in size
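AlphaScreen assay: L3MBTL1 (50 nM final) was preincubated 30 min at room temperature with biotinylated H3(1-15)K9me1 peptide (75 nM final), then 30 min with library compounds; streptavidin donor and nickel chelate acceptor beads (10 ug/mL final) added, 30 min dark.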
TRb-SRC2 inh = TRbeta-SRC2 interaction inhibition; P10828; TRbeta-SRC2 peptide binding, fluorescence polarization; receptor liganded with 1 µM T3; Potency, µM (titrated, usually from 106 µM), inactives show top-dose activity change, negative = inhibition, hits mostly inhibitors; 280,000 tested, 0.065% active;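 also: plate controls were bound peptide for no effect and peptide without receptor for full effect; nearly all actives have a fitted effect of over 50% in size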
Target sequence (P10828 whole entry, looked up): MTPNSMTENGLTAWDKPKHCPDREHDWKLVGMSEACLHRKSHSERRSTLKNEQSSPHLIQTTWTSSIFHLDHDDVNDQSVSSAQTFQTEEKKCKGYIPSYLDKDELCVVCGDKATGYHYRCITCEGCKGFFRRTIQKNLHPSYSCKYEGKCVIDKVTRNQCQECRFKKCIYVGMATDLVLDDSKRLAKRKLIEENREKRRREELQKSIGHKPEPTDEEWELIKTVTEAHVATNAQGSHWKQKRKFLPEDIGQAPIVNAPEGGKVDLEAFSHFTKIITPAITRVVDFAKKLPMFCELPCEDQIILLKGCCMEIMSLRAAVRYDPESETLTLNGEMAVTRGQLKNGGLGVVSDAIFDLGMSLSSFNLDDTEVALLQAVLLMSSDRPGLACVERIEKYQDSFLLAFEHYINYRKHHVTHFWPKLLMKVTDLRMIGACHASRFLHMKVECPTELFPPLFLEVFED
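Binding of a 20-amino-acid Texas Red SRC2 peptide (20 nM) to TRb ligand-binding domain (0.6 uM) with agonist T3 at 1 uM was followed by fluorescence polarization after a 5 hr room-temperature incubation.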
Tau fluor counter = counter-screen for tau fibril formation inhibitors | tau K18 P301L Alexa594 fluorescence, heparin fibrillization | Potency, µM (titrated, usually from 57.7 µM), for inactives: top-dose activity change, negative = decrease | 280,000 tested, 0.93% active; also: nearly all actives have a fitted effect of over 55% in size
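Human tau K18 P301L (15 uM unlabeled, 0.24 uM Alexa 594-labeled) in 100 mM sodium acetate pH 7 with 20 uM heparin, 6 hr at 37 C. ThT 30 uM added, 1 hr ambient; Alexa 594 FP and total fluorescence read at 555/632 nm.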
TR SRC2 fluor cs = counter-screen for TRb-SRC2 inhibitors: fluorescence interference; TRb/SRC2 Texas Red total fluorescence interference; Potency, µM (titrated, usually from 106 µM), inactives show top-dose fluorescence change, negative = quenching; 280,000 tested, 0.29% active; AID 1479; active = well fitted curve in either direction with a large enough effect; inconclusive = small, poorly fitted or top-dose-only effect
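Human TRb ligand-binding domain at 0.6 uM with 20 nM Texas Red SRC2 peptide in Tris buffer containing 1 uM T3 and 5% DMSO, incubated with compound 5 h at ambient temperature. Total fluorescence (555/632 nm) calculated as parallel + 2 × perpendicular.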
aGal spleen mod = inhibits or activates alpha-galactosidase in human spleen homogenate | Potency, µM (top dose mostly 80 µM), inactives show at the top dose activity change, negative = inhibition, usual class: inhibitors | human spleen homogenate, 4MU-alpha-Gal fluorescence, 40 min | 240,000 tested, 0.008% active;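 also: 0% = enzyme with vehicle and -100% = no enzyme basal signal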
Target sequence (P06280 32-429 limits assumed): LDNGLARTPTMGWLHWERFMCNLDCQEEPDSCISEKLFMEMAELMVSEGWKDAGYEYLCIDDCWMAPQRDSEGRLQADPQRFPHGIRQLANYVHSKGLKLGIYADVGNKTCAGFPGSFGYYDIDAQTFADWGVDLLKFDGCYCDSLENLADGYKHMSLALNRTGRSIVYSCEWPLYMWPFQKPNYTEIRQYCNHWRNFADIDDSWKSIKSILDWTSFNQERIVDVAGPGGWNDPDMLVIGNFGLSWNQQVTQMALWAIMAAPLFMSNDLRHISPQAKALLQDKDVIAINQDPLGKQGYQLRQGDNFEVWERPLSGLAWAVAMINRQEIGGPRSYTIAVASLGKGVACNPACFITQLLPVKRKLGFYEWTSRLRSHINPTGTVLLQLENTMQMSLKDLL
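Fluorogenic readout (Ex 365/Em 440 nm) of 4-methylumbelliferone released from 1 mM 4-MU-alpha-galactoside by spleen homogenate, 40 min at 37C, pH 5.0. Data normalized to no-enzyme and enzyme controls; Hill-equation AC50 from compound titrations.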
Tau fibril ThT = tau fibrillization inhibition (ThT binding) | recombinant tau K18 P301L (four-repeat tau fragment), heparin-induced fibrillization, ThT fluorescence | 270,000 tested, 2.1% active | Potency, µM (doses to about 57.4 µM), for the others: top-dose activity, negative = inhibition, hits mostly inhibitors | P10636; also: nearly all actives have a fitted effect of over 55% in size
Target sequence (P10636 561-689 P618L limits assumed): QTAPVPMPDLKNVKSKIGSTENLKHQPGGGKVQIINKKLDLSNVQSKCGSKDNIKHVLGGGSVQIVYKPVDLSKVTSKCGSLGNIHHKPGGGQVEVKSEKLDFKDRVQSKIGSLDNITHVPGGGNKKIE
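Aggregation was driven by heparin (20 uM final) acting on recombinant tau […] bearing P301L in 100 mM sodium acetate pH 7; fibrils were detected with Thioflavin T.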
Tau FP inhib = blocks human tau fibril formation measured by polarization | K18 P301L tau heparin fibrillization, Alexa594 FP, 6 h | P10636 | Potency, µM (doses to about 57.7 µM), inactives show at the highest dose activity, negative = inhibition, actives largely listed as inhibitors | AID 1468 | 280,000 tested, 0.39% active; also: nearly all actives have a fitted effect of over 55% in size
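Human K18 P301L fragment (15 uM unlabeled plus 0.24 uM Alexa 594-labeled) in 100 mM sodium acetate pH 7 with compound, aggregation induced by 20 uM heparin for 6 hr at 37 C. ThT (30 uM) added for 1 hr, then Alexa 594 FP read.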
ALDH1A1 block = ALDH1A1 (human) enzyme inhibition; 220,000 tested, 7.3% active; Potency, µM (highest dose often 75.3 µM), for the others: top-dose activity, negative = inhibition, actives largely listed as inhibitors; AID 1030; Purified ALDH1A1, NADH fluorescence, propionaldehyde substrate; active = well fitted inhibition curve with a large enough effect, not every such curve was filed as active; inconclusive = small, poorly fitted or top-dose-only effect, or another doubt; inactive = no such curve, though single readings can be large or run the other way;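 also: plate controls were no enzyme wells and a reference inhibitor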
* marks the source's active call; other numbers are inactive results; u = inconclusive; x = not tested or not shown; & = joins results of further samples; [ ] = remark or other dose. Unless noted, calls follow the shape of the dose curve; as a rule, active = well fitted curve in the direction sought with a large enough effect; inconclusive = small, poorly fitted or top-dose-only effect, or another doubt; inactive = no such curve, though single readings can be large; an effect the other way counts as inactive or inconclusive. Unless noted, % is scaled to controls: 0 for no effect and ±100 for the full control effect; potency is read from the fitted curve at half-maximal effect. An unsorted share of the library. Share with any hit: about 8.5%.

Every second line gives: L3MBTL1 inh	TRb-SRC2 inh	Tau fluor counter	TR SRC2 fluor cs	aGal spleen mod	Tau fibril ThT	Tau FP inhib	ALDH1A1 block
> NC(=O)[C@@H]1CCCNc2c(I)cc([N+](=O)[O-])cc2C(=O)N[C@@H](CO)C(=O)NCC(=O)N1
→ 7%	9%	-5%	-1%	-1%	-10%	1%	8%
> Cc1cc([N+](=O)[O-])ccc1-c1ccc(C2Nc3ccccc3C(=O)N2O)o1 (stereo unspecified)
→ -5%	-2%	u	-3%	8%	14µM*	4%	u
> Cn1c(SCc2ccccc2Cl)nc(=O)c2c1NC(=O)CC2c1cc(F)ccc1F (stereo unspecified)
→ x	-2%	-8%	0%	x	-8%	-5%	x
> C=CCCN(C(CC(C)C)C(=O)OC)S(=O)(=O)c1ccccc1Br (stereo unspecified)
→ x	6%&8%	-12%	-1%&-6%	5%&5%	2%	5%	x
> CCN(CCCNC(=O)CCn1c(=O)[nH]c2ccccc2c1=O)c1ccccc1
→ x	0%	-26%	-3%	2%	-17%	2%	20%
> Cc1ccc(S(=O)(=O)Cc2cccc(C(=O)N3CCOCC3)c2)cc1
→ 11%	-21%	-1%	1%	0%	8%	3%	-2%
> CCOC(=O)C(CC)Sc1nc(N)c(NC(=O)c2ccc(OC)c(OC)c2)c(=O)[nH]1 (stereo unspecified)
→ 16%	-3%	-4%	-4%	6%	-15%	-1%	0%
> CCCNS(=O)(=O)c1ccc(OCC(=O)Nc2ccc3c(c2)OCCO3)cc1
→ x	-3%	-9%	4%	1%	-5%	6%	-4%
> COc1cccc(-c2ccc3c(N)c(C(=O)c4ccc(Cl)cc4)sc3n2)c1
→ x	6%	2.8µM*[quencher]	-4%	x	4.5µM*	u	x
> Cc1c(-c2ccc(Cl)cc2)c(=O)oc2c(CN3CCN(CCO)CC3)c(O)ccc12
→ x	-12%	-4%	0%	x	-4%	-5%	x
> Cc1ccc(NC(=O)CCS(=O)(=O)c2cccc3nonc23)cc1Cl
→ x	-7%	-23%	-2%	x	-3%	u	x
> CCN(CC(=O)Nc1sc2c(c1C#N)CCCC2)CC(=O)NC1CCS(=O)(=O)C1 (stereo unspecified)
→ 0%	4%	-7%	-5%	2%	-4%	-2%	u
> CCCN(CCC)S(=O)(=O)c1ccc(C(=O)N2CCCc3ccccc32)cc1
→ x	-3%	-17%	-2%	3%	u	1%	5%
> O=C(O)c1ccc(NC(=O)C2(c3ccccc3)CCCC2)cc1
→ 10%	3%	0%	2%	10%	-2%	4%	x
> CCOCCCNS(=O)(=O)c1ccc2c(c1)OCCO2
→ 1%	0%	16µM*[quencher]	-11%	15%	16µM*	-5%	2%
> COC(=O)CCC(=O)NNC(=O)CCC(=O)Nc1cccc(Cl)c1C
→ 10%	-4%	9%	-2%	-1%	5%	-2%	-1%
> O=C(Cn1ncc2c3ccccc3n(Cc3ccccc3F)c2c1=O)NC1CCCCCC1
→ x	5%	-5%	-3%	x	4%	-5%	x
> Cc1ccc(N/C=C2\CCCCC2=O)nc1
→ -6%	-4%	-1%	-4%	-4%	0%	-6%	3%
> CCOc1ccccc1C1CC(=O)NC(SCC)=C1C#N (stereo unspecified)
→ -5%	-3%	3%	3%	-5%	4%	-6%	-5%
> O=C(NCC1CCCN(C(=O)NCc2ccccc2)C1)c1ccc2c(c1)OCO2 (stereo unspecified)
→ 1%	-1%	-10%	-4%	5%	-10%	4%	9%
> CCOC(=O)c1cc(-c2ccccc2)n(-c2cccc(C(=O)Nc3cccc(C(C)=O)c3)c2)c1C
→ x	-2%	-13%	1%	x	5%	-17%	x
> CCCOc1ccc(C(=O)N2CCN(c3ccc(N)cc3Cl)CC2)cc1
→ -5%	-7%	-15%	0%	-1%	u	14%	u
> O=C1NN(c2ccccc2)C(=O)C2C3C=CC(C4CC34)C12 (stereo unspecified)
→ 3%	-10%	9%	-4%	-15%	-4%	2%	31%[activator]
> Cc1cc(NC(=O)Nc2nnc(N(C)C3CCCCC3)s2)ccc1Br
→ x	-2%	-10%	-1%	x	-14%	-1%	x
> CCCn1c(SCc2ccccc2)nc2c1c(=O)[nH]c(=O)n2C
→ x	-9%	0%	1%	1%	-6%	-6%	u
> COCCSc1ccccc1C(=O)Nc1cc([N+](=O)[O-])ccc1OC
→ 1%	-1%	-17%	-1%	-4%	2%	-9%	1%
> CCN(CC)c1ccc(C(=O)N/N=C(\C)c2cccnc2)cc1
→ 0%	-2%	-2%	-2%	2%	u	1%	u
> O=C(O)c1cc2cc(Cl)cc(Cl)c2oc1=O
→ -5%	-7%	-5%	-1%	-15%	-16%	2%	-2%
> CCCCCCC(=O)NNC(=O)c1c(O)c2ccccc2n(CCC)c1=O
→ 14%	-6%	-1%	-1%	5%	-5%	-6%	4%
> CC(NC(=O)C1CCCC1)C1CC2CCC1C2 (stereo unspecified)
→ -12%	3%	8%	-2%	0%	4%	7%	-4%
> COc1ccc(CCN2CC(C(=O)Nc3ccc4c(c3)OCO4)CC2=O)cc1OC (stereo unspecified)
→ x	2%	-10%	-6%	1%	-12%	13%	-4%
> Cc1ccc(S(=O)(=O)c2cnc(SCC(=O)Nc3ccccc3C(F)(F)F)[nH]c2=O)cc1C
→ x	0%	-7%	3%	x	-6%	-3%	x
> CC12CCC(C(=O)N(NC(=O)c3cc(Cl)ccc3O)C1=O)C2(C)C (stereo unspecified)
→ 4%	1%	-9%	1%	9%	-6%	3%	u
> O=C(N/N=C/c1ccccc1[N+](=O)[O-])c1ccc2c(c1)OCCO2
→ x	-8%	-13%	-3%	6%	u	7%	x
> COc1ccc(Nc2nnc(C)c(=O)[nH]2)c(OC)c1
→ x	-3%	7%	-3%	1%	x	12%	x
> CCC1CCCCN1C(=O)CNCC1CCCO1 (stereo unspecified)
→ 5%	-2%	-15%	2%	-5%	-16%	-1%	u
> C/C=C/c1ccc(OCCCCN2C(=O)NC(C)(C)C2=O)c(OC)c1
→ x	-3%	-7%	-1%	10%	-10%	7%	u
> NS(=O)(=O)c1ccc(CCNCC(=O)NC2CC2)cc1
→ 6%	-3%	-8%	3%	-8%	-3%	0%	-5%
> COC(=O)CC1=NC(=O)CS1
→ 4%	-5%	-2%	2%	-22%	-7%	-4%	15%
> CNC(=O)C1CCC(Cn2c(=O)[nH]c3ccsc3c2=O)CC1 (stereo unspecified)
→ x	-1%	-4%	-1%	x	-12%	-1%	x
> O=C(CCC(=O)c1ccccc1)NCCOc1ccccc1
→ -2%	6%	-1%	0%	2%	-4%	-2%	-9%
> O=C(CSc1nnnn1-c1ccc(F)cc1)NC1CCCCC1
→ -1%	-8%	-3%	-4%	0%	-14%	1%	u
> Nc1nc(N2CCN(c3cccc(Cl)c3)CC2)n[nH]1
→ 9%	3%	-5%	-3%	3%	-15%	2%	-14%
> CCc1noc(-c2ccc(N3CCCCC3C)c([N+](=O)[O-])c2)n1 (stereo unspecified)
→ x	3%	-10%	-1%	x	1%	-3%	x
> CN(C)S(=O)(=O)c1ccc(Cl)c(NC(=O)CN2CCCCCC2)c1
→ -4%	-6%	7%	-2%	1%	10%	9%	7%
> Cc1cc(C)n2nc(C(=O)OCCOc3ccc(F)cc3)nc2n1
→ 30%	-17%	1%	1%	9%	7%	-1%	u
> CC(C)Sc1nc(NCc2ccco2)c2c3c(sc2n1)COC(C)(C)C3
→ -15%	5%	-15%	-2%	16%	u	u	u
> CC(=O)OC[C@H]1O[C@H](C/C=N/OC[C@@H](O)[C@H]2O[C@@H]3OC(C)(C)O[C@@H]3[C@H]2O)C=C[C@@H]1OC(C)=O
→ 0%	-7%	-14%	-2%	-2%	-13%	11%	-3%
> Cc1ccc(NC2=NC(c3ccco3)n3c(nc(C)cc3=O)N2)c(C)c1 (stereo unspecified)
→ 0%	-4%	-3%	2%	-3%	-8%	4%	1%
> O=[n+]1c2c(n([O-])c3ccccc31)CCC2
→ x	-9%	2%	-1%	5%	-4%	5%	-3%

Part of the list above, showing only Tau FP inhib and ALDH1A1 block:
Structure | Tau FP inhib | ALDH1A1 block
Cc1ccc(NC2=NC(c3ccco3)n3c(nc(C)cc3=O)N2)c(C)c1 (stereo unspecified) | 4% | 1%
O=[n+]1c2c(n([O-])c3ccccc31)CCC2 | 5% | -3%

Rewritten bar-delimited: entries from further up
SMILES | L3MBTL1 inh | TRb-SRC2 inh | Tau fluor counter | TR SRC2 fluor cs | aGal spleen mod | Tau fibril ThT | Tau FP inhib | ALDH1A1 block
Nc1nc(N2CCN(c3cccc(Cl)c3)CC2)n[nH]1 | 9% | 3% | -5% | -3% | 3% | -15% | 2% | -14%
CCc1noc(-c2ccc(N3CCCCC3C)c([N+](=O)[O-])c2)n1 (stereo unspecified) | x | 3% | -10% | -1% | x | 1% | -3% | x

Other structures follow.
Every second line gives: L3MBTL1 inh	TRb-SRC2 inh	Tau fluor counter	TR SRC2 fluor cs	aGal spleen mod	Tau fibril ThT	Tau FP inhib	ALDH1A1 block
> C=CCn1c(C)cc(C2=NNC(=Nc3ccc(C)cc3)SC2)c1C
→ -24%	1%	-20%	0%	-10%	u	1%	1%
> Cn1cc([C@@H]2C[C@H]3CN(Cc4cccc(Cl)c4)C(=O)[C@]34CCCN24)c(-c2ccccc2)n1
→ 6%	1%	3%[2.34 µM]	-3%	1%	3%	9%	-7%
> COCCNC(=S)Nc1ccc(S(=O)(=O)Nc2ncccn2)cc1
→ -5%	3%	6%	-3%	1%	12%	2%	-8%
> CN1C(=O)CC(N2CCC(C(N)=O)(N3CCCCC3)CC2)C1=O (stereo unspecified)
→ -2%	-10%	3%	-2%	6%	-11%	1%	8%
